PGE2 EP2 inh: human EP2 receptor antagonists, primary screen, TR-FRET cAMP, C6 glioma cells. Prostaglandin E2 receptor EP2 subtype (Homo sapiens), P43116. C6 glioma cells expressing human EP2; cells stimulated with saturating PGE2. inhibition, % at 25 µM. hit rate 0.52% among 260,000;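 active means percent inhibition above 40 after rounding to a whole number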;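 further: rat C6 glioma host cells with rolipram phosphodiesterase inhibitor present; the protocol text gives 20 µM as final concentration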
Target sequence (P43116 whole entry, looked up): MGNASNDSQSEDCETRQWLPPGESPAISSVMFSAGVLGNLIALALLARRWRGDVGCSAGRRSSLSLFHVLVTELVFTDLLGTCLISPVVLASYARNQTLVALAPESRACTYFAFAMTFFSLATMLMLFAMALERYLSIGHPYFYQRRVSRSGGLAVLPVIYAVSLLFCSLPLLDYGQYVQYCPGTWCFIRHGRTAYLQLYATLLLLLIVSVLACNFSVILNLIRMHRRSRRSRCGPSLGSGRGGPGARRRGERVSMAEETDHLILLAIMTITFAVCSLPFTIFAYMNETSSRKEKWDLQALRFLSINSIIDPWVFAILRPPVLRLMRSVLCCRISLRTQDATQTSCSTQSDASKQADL
TRPML3 ag: human TRPML3 channel agonists, primary screen, cell-based, HEK293 TRPML3-YFP, Fluo-8 calcium fluorescence, 3 µM; Mucolipin-3 (Homo sapiens), Q8TDD5; 100% = the carbachol control signal; activation, % at 3 µM; hit rate 0.29% among 220,000;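 active means activation above its plate's cutoff, the mean activation of the plate's test wells plus 3 SD, cut at about 12% in these data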;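 further: 0% = DMSO only wells and 100% = carbachol wells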
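system = HEK293 cells stably carrying human TRPML3-YFP | doses = one concentration, 3 µM nominal, 0.3% DMSO | timing = dye loading 1 h 37 °C then 30 min ambient, 125 s read | detection = Fluo-8 calcium dye fluorescence, ex 470-495, em 515-575 nm | benchmarks = high control carbachol 87 µM, low control DMSO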
TRPN1 ag: zebrafish TRPN1 channel agonists, primary screen, cell-based, HEK293, calcium fluorescence | transient receptor potential cation channel N1 (TRPN1/NompC), Danio rerio | HEK293 zebrafish TRPN1-YFP, Fluo-8 calcium fluorescence; 100% = response to 87 µM carbachol | activation, % at 3 µM | hit rate 0.18% among 220,000 | AID 1424, 2008;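 active means activation above its plate's cutoff, the mean activation of test wells on that plate plus 3 SD, cut at about 19% in these data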;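 further: 0% = DMSO alone and 100% = 87 µM carbachol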
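Assay system: Zebrafish TRPN1-YFP in HEK293 cells | Incubation: Dye loading 1 h at 37 °C, then 30 min room temperature | Measured by: Kinetic Fluo-8 fluorescence, ex 470-495, em 515-575 nm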
CHOP inh: inhibitors of CHOP promoter induction, primary screen, cell-based, unfolded protein response, luciferase reporter. AID 2732, 2010. inhibition, % at 10 µM. CHO-K1 CHOP-promoter luciferase, tunicamycin-induced, 15-18 h. hit rate 3.8% among 220,000;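 active means compounds that reduced the stress-induced luciferase reporter signal by more than about 70% of percent inhibition, limit read from the data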;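 further: 0% = tunicamycin plus vehicle and 100% = wells without tunicamycin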
NPY Y1 blocker: NPY-Y1 receptor antagonists, primary screen, cell-based; Neuropeptide Y receptor type 1 (Homo sapiens), P25929; HEK293-CNG Y1 cells, membrane potential fluorescence; NPY at EC95, then isoproterenol; inhibition, % at 3.6 µM; hit rate 1% among 200,000; AID 1040, 2008;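 active means inhibition above the campaign mean inhibition of all tested compounds plus 3 SD, cut at about 20% in these data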;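 further: 0% = DMSO wells given NPY plus isoproterenol and 100% = isoproterenol alone without NPY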
Target sequence (P25929 whole entry, looked up): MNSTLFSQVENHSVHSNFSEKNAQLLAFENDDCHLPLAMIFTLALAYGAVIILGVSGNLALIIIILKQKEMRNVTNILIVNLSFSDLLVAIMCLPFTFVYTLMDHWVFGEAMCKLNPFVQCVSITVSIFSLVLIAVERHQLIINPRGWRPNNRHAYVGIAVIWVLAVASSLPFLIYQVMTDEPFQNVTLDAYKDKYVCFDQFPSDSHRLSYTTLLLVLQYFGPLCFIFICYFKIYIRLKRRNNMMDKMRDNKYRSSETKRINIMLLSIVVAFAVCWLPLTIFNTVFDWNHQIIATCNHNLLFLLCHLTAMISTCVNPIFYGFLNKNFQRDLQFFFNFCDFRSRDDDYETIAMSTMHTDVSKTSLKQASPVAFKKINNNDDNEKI
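Test system: HEK293 cells co-expressing NPY Y1 receptor and cyclic-nucleotide gated channel; Also added: NPY (25 nM), isoproterenol (1 µM), Ro 20-1724 (25 µM); Compound dosing: one concentration, 3.6 µM, in 0.4% DMSO; Timing: dye 3 h, compound 60 min room temperature, stimulation 45 min; Technique: Membrane-potential fluorescent dye readout.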
EP2 mod: EP2 receptor modulators, cAMP readout, primary screen, cell-based, HTRF cAMP, PGE2 stimulation. Prostaglandin E2 receptor EP2 subtype (Homo sapiens), P43116. EP2-expressing cells, cAMP HTRF FRET, PGE2 co-stimulation. induction, % at 25 µM. hit rate 0.83% among 260,000. AID 940, 2007;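 active means compounds whose cAMP rise, as percent of the full-agonist control response, exceeds 60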;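 further: rat C6 glioma line stably carrying human EP2 under a CMV promoter; the protocol text gives 20 µM as final concentration; 100% = response of wells given 1 µM PGE2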
NPY-Y1 PAM-ag: NPY-Y1 receptor potentiators or agonists, primary screen, cell-based; Neuropeptide Y receptor type 1 (Homo sapiens), P25929; NPY-Y1 expressing cells, potentiator/agonist activation; activation, % at 3.6 µM; hit rate 0.37% among 220,000; in the data active means activation above about 33%, passing the limit was not always enough;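 further: cells stimulated with NPY at EC10 then isoproterenol at EC100; 0% = low agonist plus stimulus and 100% = saturating agonist plus stimulus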
PPC-1+TRAIL kill: compounds killing PPC-1 cancer cells with TRAIL present, primary screen, TRAIL potentiator project, ATPLite luminescence, uHTS; PPC-1 cells + TRAIL, ATPLite viability luminescence; cell killing (% activity), % at 4 µM; hit rate 0.41% among 220,000;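 active means cell killing above 50% in the first pass at 4 µM, then a duplicate retest at 5 µM averaging 50% or more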;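 further: plate controls were cells with TRAIL plus DMSO for no effect and medium-only wells lacking cells for full effect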
14-3-3 Bad PPI: inhibitors of 14-3-3 zeta/Bad binding, primary screen, biochemical, TR-FRET, bovine 14-3-3 zeta. TR-FRET 14-3-3zeta/Dy647-pBad peptide displacement, 1 h. hit rate 0.71% among 220,000. inhibition, % at 21.7 µM. 14-3-3 protein zeta/delta (Bos taurus), P63103;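 active means inhibition above about 70%, limit read from the data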;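 further: 0% = full 14-3-3 plus peptide FRET controls and 100% = background without 14-3-3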
Target sequence (P63103 whole entry, looked up): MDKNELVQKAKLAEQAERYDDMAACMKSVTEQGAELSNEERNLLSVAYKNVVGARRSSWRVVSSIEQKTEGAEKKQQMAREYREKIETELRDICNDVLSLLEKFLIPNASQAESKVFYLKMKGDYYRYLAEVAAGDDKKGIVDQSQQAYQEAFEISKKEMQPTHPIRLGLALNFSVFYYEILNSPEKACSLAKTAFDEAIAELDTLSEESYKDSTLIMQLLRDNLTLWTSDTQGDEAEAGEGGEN
Active calls of the source: *; . = not tested or not shown; & = joins results of further samples; [ ] = remark or other dose.

compound,PPC-1+TRAIL kill,CHOP inh,TRPN1 ag,14-3-3 Bad PPI,EP2 mod,PGE2 EP2 inh,NPY Y1 blocker,NPY-Y1 PAM-ag,TRPML3 ag
O=[N+]([O-])c1cc(/C=N\O)ccc1Oc1ccc(F)cc1,4,0,-2.8,85*,-8,6,1,1,-1.0
CCc1nnc(SCc2ccc(OC)c(Br)c2)n1N,0,-5,-1.0,4,-2,10,3,8,0.6
COc1ccc(C)cc1NC(=O)CSc1nnc(-c2ccc(OC)c(OC)c2)n1N,31,6,1.1,-5,28,2,-5,-13,0.0
Cc1[nH]c2ccccc2c1/C=C/c1nc2ccccc2c(=O)n1CCO,23,17,5.7,-12,-82,8,0,4,2.7
O=C(COC(=O)c1cccs1)Nc1ccccc1C(F)(F)F,-1,-2,0.3,17,-4&-1,11&4,3,14,0.2
COc1ccc(/C=N/NC(=O)c2cccc(NC(=O)c3ccccc3Cl)c2)c(OC)c1,.,4,1.3,11,-48,30,-3,11,0.4
Cc1ccc(C(=O)C2=C(O)C(=O)N(c3ncccn3)C2c2ccc(F)cc2)o1 (centres undefined),-10,14,0.3,-4,20,17,.,15,-0.4
CCC1=C(OC(=O)N(CC)CC)N2C(=O)OC(=NCCc3c[nH]c4ccccc34)[C@]2(Cc2ccccc2)[C@H]2C1=CC[C@H]1C(=O)N(CC(=O)OC)C(=O)[C@H]12,22,11,.,-1,9,7,.,.,.
O=c1cc(CN2CCN(Cc3ccccc3)CC2)c2cc(Cl)ccc2o1,8,1,1.3,4,-1,10,6,1,0.1
COc1ccc(N(CC(=O)Nc2ccccc2F)S(=O)(=O)c2ccc(C)c([N+](=O)[O-])c2)cc1,29,28,0.6,6,-13,11,-3,4,1.1
Cc1ccc(NC(=O)CN2C(=O)N/C(=C\c3cccnc3)C2=O)cc1,24,9,-1.3,0,12,3,4,2,0.6
COc1ccccc1CNC(=S)Nc1ccc2nc(N3CCN(C)CC3)cc(C)c2c1,13,-17,1.5,-8,-67,8,4,14,1.7
CNC(=O)c1c2c(nc3ccc(Br)cc13)CCCC2,0,43,-1.9,-8,54,20,2,-23,-0.1
O=C(c1ccccc1)N1CCn2c1nc1ccccc12,14,19,0.2,3,55,7,-2,-4,0.0
CCCCNC(=O)Cn1cnc2sc(C)c(S(=O)(=O)N3CCN(c4ncccn4)CC3)c2c1=O,-15,-1,0.1,3,8,5,1,-9,0.7
Cc1ccc(C(=O)c2coc3c2C(=O)C(=O)c2ccccc2-3)cc1,-8,-21,-1.5,-19[fluorescence artefact?],-42,11,4,-6,0.2
Cc1cc(C(=O)NC(=S)Nc2cccc(NC(=O)C(C)C)c2)ccc1[N+](=O)[O-],3,81*,3.4,2,-9,9,-5,-4,1.8
COCC(C)N=CC1=C(O)CC(C)(C)CC1=O (centres undefined),3,-7,-0.4,-6[fluorescence artefact?],15,7,5,-10,0.9
Cc1ccc(C)c(-n2nnnc2SCC(=O)NNC(=O)c2ccco2)c1,11,-8,-0.2,3,-11,2,3,-26,0.7
COc1ccc(N(C(=O)COc2ccc(C)cc2)S(=O)(=O)c2ccc(C)cc2)cc1,-4,21,-2.0,-18,22,5,7,7,-0.1
COc1ccc2ncc(OC(C)=O)cc2c1,1,-1,-0.5,-20,26,10,-1,-34,0.4
COc1ccc(C(=O)/C=C\c2ccc(NC(=O)c3cccs3)cc2)cc1,13,-47,2.6,0,-23,18,-6,-17,0.5
O=C(NCCN1C(=O)S/C(=C\c2cccs2)C1=O)[C@H](Cc1ccccc1)N1C(=O)c2ccccc2C1=O,-6,28,1.4,2,-28,17,2,3,0.8
Cc1ccc(CN2CCN(Cc3c(C)nn(-c4ccc(F)cc4)c3C)CC2CCO)o1 (centres undefined),11,-17,0.9,-9,-29,5,0,-17,-0.3
C=CCOC(=O)C1=C(C)OC(N)=C(C#N)C1c1ccc(OC)c(CSc2ccccn2)c1 (centres undefined),16,24,-0.7,9,23,6,-1,5,-0.8
CC1(C)C2CCC1(C)C(OC(=O)c1ccccc1C(=O)O)C2 (centres undefined),-10,5,1.4,-2,12,8,.,-8,1.2
Cc1cc(=O)oc2cc(OCCSc3nnc(-c4ccccc4)o3)ccc12,26,41,1.8,-5[fluorescence artefact?],-24,7,5,-1,0.7
CCCc1nnc(NC(=O)CCC(=O)N2CCN(S(=O)(=O)c3ccc(C)cc3)CC2)s1,7,0,0.4,-2,11,11,.,-5,0.0
COc1ccc(/C=C(/NC(=O)c2ccccc2)c2nc3ccc(Cl)cc3[nH]2)cc1OC,23,0,0.3,-3,-22,7,8,-9,-0.3
CCn1cc(C(=O)OC)c(=O)c2ccc(C)nc21,-2,6,-1.3,18,-8,7,-4,8,-0.5
Cc1cccc(NC(=O)c2ccc(-c3ccccc3[N+](=O)[O-])o2)c1,26,54,0.9,1,-67,3,4,4,0.2
O/N=C1/CC/C(=N\O)c2nn(-c3ccccc3)nc21,-38,23,1.1,-4,-4,9,0,-4,1.0
CCOc1cc(C)c(S(=O)(=O)Nc2ccc(Cl)cn2)cc1C,17,47,-1.4,32,-19,2,8,-2,0.2
COc1ccc(N2C(=O)CC(N3CCN(S(=O)(=O)c4c(F)cccc4F)CC3)C2=O)cc1OC (centres undefined),0,39,2.8,-7,0,2,-3,-5,0.5
CN1CCc2c(C#N)c(N3CCCCC3)nc(NCc3ccccc3)c2C1,8,84*,1.7,.,25,15,-3,-11,0.9
CC1CC(=O)N(c2ccc(NCCc3ccc(O)cc3)c([N+](=O)[O-])c2)C1=O (centres undefined),14,22,5.7,4,-33,3,-5,14,2.4
Cc1ccc(C(=O)NCCSc2ccc(Cl)cc2)cc1S(=O)(=O)Nc1ccccc1,16,79*,-0.3,-1,-29,10,-7,0,-0.5
Cn1cc(/C=C(\C#N)C(=O)Nc2ncc(Cc3cccc(Cl)c3)s2)c2ccccc21,23,23,0.3,-1,-6,7,-1,-4,0.4
O=C(Cc1ccccc1)N[C@@H](Cc1ccccc1)c1nc2ccccc2[nH]1,14,2,-0.2,15,5,14,-2,-7,-0.7
CCOC(=O)C1CCCN(Cc2ccccc2C)C1 (centres undefined),3,-21,0.5,76*,17,4,1,9,1.1
O=C(CN(C1CCCCC1)S(=O)(=O)c1ccccc1)NCc1cccnc1,-7,-21,0.5,10,21&20,14&9,4,-13,-0.1
CCCC(CCC)C(=O)Nc1ccc2c(c1)N(C(=O)CCN1CCN(C)CC1)c1ccccc1CC2,8,-7,3.5,12,-26,8,10,-20,1.3
CCN(CC#CCC1(O)c2ccccc2-c2ccccc21)CCO,25,25,-0.1,-8,-3,2,8,-35,0.8
CCSc1nnc(NC(=O)[C@@H](NC(=O)c2ccccc2F)C(C)C)s1,28,14,-0.1,-20,12,7,5,-2,1.2
CCOc1ccc(-c2cc(CCCC(=O)NCCc3ccccc3)no2)cc1,22,69,0.8,-10,-25,8,2,0,0.6
CCOc1c(Cl)cc(CNC(C)(C)CC(C)(C)C)cc1OC,2,22,-1.9,-5[fluorescence artefact?],17,7,1,12,-0.2
O=c1c2ccccc2nc(SCc2nnc(-c3ccccc3Br)o2)n1-c1ccccc1,6,34,-1.8,-3[fluorescence artefact?],4,7,-2,-17,-0.7
CCOc1ccc(CCNC(=O)CSc2nnnn2C)cc1OCC,18,42,0.1,-20,8,4,2,11,0.4
CCCCNC(=O)c1ccc(CS(=O)(=O)Cc2ccccc2F)o1,-2,3,1.1,0,-35,9,-5,-10,1.4
CC(=O)Nc1ccc(Nc2ccc3c4c(cc(=O)n3C)-c3ccccc3C(=O)c24)cc1,11,-35,-1.3,0,-11,6,-1,7,0.4
CCN(CC)C(=O)Cn1c(=O)n(C)c2ccccc21,12,-7,0.8,8,0,32,-3,-25,0.2
Cc1ccc([N+](=O)[O-])cc1S(=O)(=O)NCCc1cn2ccccc2n1,2,-9,1.5,3,-7,9,.,-2,1.2
Cc1ccc(Cl)cc1NC(=O)c1ccccc1OCC(=O)Nc1ccc(Cl)cc1,-5,67,3.2,36[fluorescence artefact?],-7,5,0,6,0.9
CCNc1[nH]c(=O)n(C)c(=O)c1N=O,5,6,1.5,24[fluorescence artefact?],-13&7,5&12,0,-12,1.1
Cc1ccc(-c2cc(=O)c3ccc(Cl)cc3[nH]2)cc1,2,11,-0.3,-1,-7,14,2,-7,0.0
CN(C)CCN1C(=O)C(=O)/C(=C(/O)c2ccccc2)C1c1ccccc1F (centres undefined),-4,-14,-0.3,-11,-4,8,-2,11,0.8
CC(=O)N1CCc2cc(S(=O)(=O)NCCC(=O)NC3CCN(Cc4ccccc4)CC3)ccc21,39,1,-0.2,1,13,10,-1,9,0.9
CCOC(=O)c1sc(-c2ccc(OC)cc2)cc1N,17[5 µM],48,-2.2,5[fluorescence artefact?],17,11,-4,8,-0.6
COc1ccc(CNC(=O)c2ccc(CN3CCOCC3)cc2)cc1,-8,-2,1.1,-3,15,4,-4,0,0.3
CCCCc1c(C)[nH]c(=S)[nH]c1=O,2,16,1.7,6,26,3,.,-3,0.8
O=C(c1ccccc1)c1cccc(NC(=O)C2CC2)c1,11,30,-0.8,-8,-5,9,0,-5,-0.1
Cc1ccc(S(=O)(=O)N2CCN(C(=O)CSc3nc4ccccc4c(=O)[nH]3)CC2)cc1,.,48,0.5,-10,12,5,3,3,0.0
CCOC(=O)N1CCC(=NNC(=O)c2cc3ccccc3cc2O)CC1,26,-10,-1.0,-4,-15,22,3,-4,-0.2

An excerpt; rates above refer to the full screens.
